GLP1R inv ag: inverse agonists of human GLP-1 receptor. P43220. HEK293 GLP-1R CRE-luciferase, luminescence, 24 h; GLP-1R form is constitutively active. Potency, µM (top dose mostly 38.3 µM), for the others: top-dose activity change, negative = inhibition, actives largely listed as inhibitors. actives 1.6% (n = 410,000); note: potency is the fitted concentration of half-maximal effect; % is set by controls: 0 for no effect and ±100 for the full control effect; nearly all actives have a fitted effect of over 55% in size
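GLP-1R inverse agonism mode: basal reporter luminescence in engineered HEK293 cells measured after one day of compound exposure at 37 deg C, with a 12 min room-temperature detection step.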
GLP1R ag: GLP-1 receptor (human) agonism | Potency, µM (doses to about 45.6 µM), for the others: at the highest dose activation, most hits filed as activators | actives 0.007% (n = 380,000) | HEK293 GLP-1R CRE-luciferase, luminescence, 4-6 h; cells express a hypersensitive GLP-1R form | P43220; note: potency is the fitted concentration of half-maximal effect; % of control where 0% means no effect
WRN inhibitor: inhibitors of human WRN helicase | Q14191 | WRN helicase unwinding, fluorescent forked duplex, kinetic | AID 651768 | actives 0.46% (n = 360,000) | Potency, µM (series often up to 114 µM), for inactives: top-dose activity change, negative = inhibition, usual class: inhibitors; note: potency is the fitted concentration of half-maximal effect; % is set by controls: 0 for no effect and ±100 for the full control effect; nearly all actives have a fitted effect of over 55% in size
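WRN at 20 nM final was preincubated with compound for 15 min at room temperature; reaction started with 100 nM forked duplex oligonucleotide carrying fluorophore and quencher plus 2 mM ATP (final). Unwinding followed kinetically by red fluorescence (ex 525/em 598 nm).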
D3 ag: D3 dopamine receptor (human) agonism; D3R DiscoveRx beta-arrestin cells, luminescence, 90 min; max activation, %; actives 0.58% (n = 410,000); in the data active = max activation above about 30%; note: 0% is about no effect; mostly tested at two doses, the higher about 12 µM
Target sequence (P35462 whole entry, looked up): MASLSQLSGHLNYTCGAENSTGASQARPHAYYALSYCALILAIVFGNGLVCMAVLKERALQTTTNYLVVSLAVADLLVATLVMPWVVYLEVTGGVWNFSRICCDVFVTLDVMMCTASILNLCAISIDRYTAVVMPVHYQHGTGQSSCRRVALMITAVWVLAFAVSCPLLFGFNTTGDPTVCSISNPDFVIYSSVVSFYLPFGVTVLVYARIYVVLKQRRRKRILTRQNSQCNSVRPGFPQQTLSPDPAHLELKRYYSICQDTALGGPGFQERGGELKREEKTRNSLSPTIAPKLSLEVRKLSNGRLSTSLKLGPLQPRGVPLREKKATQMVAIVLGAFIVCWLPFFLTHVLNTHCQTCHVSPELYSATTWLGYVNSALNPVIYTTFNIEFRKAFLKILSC
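Agonist-mode cell screen: cells plated at 1500/well and incubated overnight at 37 °C, then exposed to library compounds for 90 min at 37 °C. Detection reagent was added for 30–60 min at room temperature, and luminescence was read.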
DRD3 antagonist: D3 dopamine receptor (human) antagonism; D3R cells, DiscoveRx beta-arrestin luminescence, antagonist mode; hits give low values; actives 2.5% (n = 360,000); AID 652054; max response, negative = inhibition, %; P35462; in the data active = max response below about -50%; inconclusive = no clear call, values can overlap the other calls; note: % is set by controls: 0 for no effect and ±100 for the full control effect; mostly tested at two doses, the higher about 12 µM
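Cells plated overnight at 1500 cells/well, then exposed to library compounds with dopamine controls for 90 minutes at 37 degrees C. DiscoveRx reagent added for 30–60 minutes at room temperature; luminescence read, quantitative HTS format.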
PLK1 PBD inh: inhibitors of human PLK1 polo-box domain binding; Potency, µM, for inactives: max response, negative = inhibition, actives largely listed as inhibitors; AID 720504; actives 2.8% (n = 360,000); P53350; Plk1 PBD binding of FITC phosphopeptide, fluorescence polarization; note: potency is the fitted concentration of half-maximal effect; series mostly up to about 57 µM; % is set by controls: 0 for no effect and ±100 for the full control effect; nearly all actives have a fitted effect of over 65% in size
Target sequence (P53350 whole entry, looked up, the tested form may be a part): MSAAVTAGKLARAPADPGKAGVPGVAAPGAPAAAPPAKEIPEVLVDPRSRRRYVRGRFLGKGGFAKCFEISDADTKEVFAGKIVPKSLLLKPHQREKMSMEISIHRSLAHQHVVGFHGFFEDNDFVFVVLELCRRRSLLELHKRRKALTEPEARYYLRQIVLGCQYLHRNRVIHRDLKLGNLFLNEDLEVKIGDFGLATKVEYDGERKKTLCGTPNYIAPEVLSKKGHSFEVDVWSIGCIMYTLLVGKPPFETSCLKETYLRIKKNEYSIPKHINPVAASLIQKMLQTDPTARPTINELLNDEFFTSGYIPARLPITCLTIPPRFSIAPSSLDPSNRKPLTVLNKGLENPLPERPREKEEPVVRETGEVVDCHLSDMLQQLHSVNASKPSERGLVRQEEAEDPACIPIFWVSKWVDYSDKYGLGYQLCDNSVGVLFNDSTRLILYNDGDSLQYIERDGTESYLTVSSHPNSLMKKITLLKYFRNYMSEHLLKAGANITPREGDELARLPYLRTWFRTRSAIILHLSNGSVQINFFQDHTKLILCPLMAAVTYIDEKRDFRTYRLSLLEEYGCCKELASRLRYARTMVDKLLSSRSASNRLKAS
PI5P4K alpha inh: PI5P4K alpha (human) kinase inhibition; actives 1.2% (n = 330,000); P48426; max response, %; PI5P4Kalpha enzyme, ADP-Glo luminescence, 60 min; hits give low values; active = max response of -50% or lower; inconclusive = between -30% and -50%; inactive = -30% or higher; note: value at the top dose of about 77 µM; % is set by controls: 0 for no effect and ±100 for the full control effect
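Compounds were pin-transferred onto PI5P4Kalpha and substrate in HEPES pH 7.4 buffer with EGTA, CHAPS and 5% DMSO. ATP (5 microM final) started the reaction, which ran 60 minutes at room temperature before ADP-Glo detection.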
IL2 activator: IL-2 activation; IL-2 activation reporter assay, cell-based qHTS; stimulated with anti-CD3/CD4/CD28 beads; in transgenic mouse T cells; activation, % (series mostly up to about 46 µM); actives 0.065% (n = 360,000); in the data active = activation above about 50%; inconclusive = mostly about 30% to 49%; note: 0% is about no effect
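Using fluorescent plate cytometry, EGFP and DsRed are detected in transgenic mouse T cells stimulated 18 h at 37 degrees C with antibody-coated beads after 60 min compound pretreatment.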
HEK293 tox: cytotoxic in the GLP-1 receptor inverse agonist counter-screen; actives 0.13% (n = 410,000); HEK293 cAMP-luciferase reporter cells, luminescence, 24 h; AID 624418; Potency, µM (highest dose often 38.3 µM), for inactives: at the highest dose activity change, negative = inhibition, most hits filed as inhibitors;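 note: loss of luciferase light is scored as toxicity; potency is the fitted concentration of half-maximal effect; % is set by controls: 0 for no effect and ±100 for the full control effect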
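MLSMR compounds, 24 hr on cells at 37 deg C/5% CO2; luminescence after luciferase reagent (12 min RT). Inhibition counted as the undesired cytotoxic outcome.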
The depositor's hits bear a star; u = inconclusive; x = no result given; & = joins results of further samples; [ ] = remark or other dose. Unless noted, calls come from the whole dose curve; as a rule, active = well fitted curve in the direction sought with a large enough effect; inconclusive = small, poorly fitted or top-dose-only effect, or another doubt; inactive = no such curve, though single readings can be large; an effect the other way counts as inactive or inconclusive.

Results follow in this order: GLP1R inv ag, GLP1R ag, WRN inhibitor, D3 ag, DRD3 antagonist, PLK1 PBD inh, PI5P4K alpha inh, IL2 activator, HEK293 tox
> O=C(CS(=O)(=O)c1ccc(F)cc1)NCc1ccccc1
→ 5.1%, -0.5%, 8.9%, -9.1, -10.2, -9.3%, 2.4, -2.3, 5.8%
> O=C(Nc1ccc2c(c1)OCCO2)C1c2ccccc2OCC(=O)N1Cc1ccccc1 (stereo not drawn)
→ 2.4%, -3.9%, 1.5%, -11.0, 0.0, -2.2%, -0.8, -0.2, -3.6%
> c1ccc(Cn2cnc3ccccc32)cc1
→ 19.7%, 25.4%, -4.4%, -4.2, -8.0, -5.4%, x, -0.3, 0.7%
> COc1ccc2c(c1)c(=O)oc1c(C)c(OC(C)C(=O)NCC3CCC(C(=O)O)CC3)ccc12 (stereo not drawn)
→ 9.4%, -4.8%, 0.6%, 20.0, 13.6, 0.8%, 1.1, 0.8, -6.0%
> O=C(Cc1cccs1)N1CCCC(c2nc3c(nnn3Cc3ccccc3Cl)c(=O)[nH]2)C1 (stereo not drawn)
→ 6.9%, 0.1%, 3.9%, -7.5, 13.9, -3.5%, x, 3.1, -11.8%
> Cc1ccc(/C=N/n2c(-c3ccncc3)n[nH]c2=S)s1
→ 2.6%, -2.2%, -19.2%, 10.4, 0.9, -16.4%, -15.9, 1.6, 6.0%
> CC(C)COc1ccc(C(=O)Nc2ccc([N+](=O)[O-])cc2)cc1
→ 10.5%, -1.6%, 2.8%, -12.4, -2.0, u, 2.8, 0.0, 25.6%
> CN1CCC(NC(=O)Nc2cccc(C(F)(F)F)c2)CC1
→ u, -5.5%, -9.7%, -4.8, u, -2.5%, -1.6, -1.1, 1.4%
> CC(NC(=O)c1cccs1)C(c1cccs1)N1CCOCC1 (stereo not drawn)
→ 3.2%, -1.4%, -12.8%, 17.6, -21.5, 1.0%, x, 0.7, 3.1%
> O=C(NN=C1CCCC1)c1cccc(O)c1
→ -15.1%, 3.0%, 8.6%, -9.6, -21.5, -16.8%, -0.4, -0.7, -20.8%
> COc1ccc(N(C(=O)c2snc(C(N)=O)c2N)C(C(=O)NC2CCCC2)c2ccc(C)o2)c(OC)c1 (stereo not drawn)
→ 48.7%[activator], 10.3%, -0.5%, 4.5, -9.9, -11.6%, -6.1, -0.2, -1.3%
> CSc1ncccc1C(=O)N1CCCC(C(=O)c2cc(F)ccc2F)C1 (stereo not drawn)
→ -2.3%, -7.1%, -5.6%, 4.8, 84.3, -7.9%, -1.7, -0.1, 0.1%
> CC(=O)Nc1ccc(OCc2ccc3c(c2)OCO3)cc1
→ -3.1%, 2.7%, 13.5%, -4.2, 2.1, -18.7%, -6.5, -2.7, 2.1%
> CCCOC(=O)c1ccc(NC(=O)C2C3C=CC(O3)C2C(=O)O)cc1 (stereo not drawn)
→ 10.7%, -2.6%, 2.5%, 1.5, 30.0, -8.9%, -18.1, -0.3, -0.3%
> CC1NC(=S)N(C2CCCCC2)C1=O (stereo not drawn)
→ 6.6%, 8.6%, 3.5%, 6.9, 6.4, -19.7%, -4.5, 0.9, -0.5%
> O=C(NC1CC1)c1ccc(CSCc2ccccc2Cl)o1
→ -23.6%, 18.2%, -1.2%, 3.3, 9.0, -1.7%, -1.0, -0.6, 7.2%
> N#CC1(NC(=O)COc2ccc3oc4ccccc4c3c2)CCCCC1
→ 12.1%, -11.6%, -4.8%, -1.9, 8.9, -6.4%, 5.4, -2.1, -6.8%
> O=C(O)c1cc2ncc(-c3[nH]ncc3[N+](=O)[O-])cn2n1
→ 3.2%, 3.9%, u, -9.1, 1.0, -13.6%, -56.2*, -0.1, -4.4%
> CCOc1ccc2nc(NC(=O)c3cccc(N4C(=O)CCC4=O)c3)sc2c1
→ -8.2%, -2.1%, -1.2%, 3.7, 28.2, -15.8%, 1.5, -0.5, -9.8%
> CCCC1Cc2nc(Cl)c(C#N)cc2CO1 (stereo not drawn)
→ 10.4%, 3.0%, -12.5%, 12.6, -13.8, -28.0%, u, 1.6, -12.5%
> CN(c1ccccc1)S(=O)(=O)c1cccc(C(=O)NC2CC(C)(C)NC(C)(C)C2)c1
→ u, -7.6%, 1.2%, -0.7, 3.2, -0.4%, 7.0, -0.6, 12.3%
> CCOC(=O)C1=CCN(S(=O)(=O)c2ccccc2Br)C1c1cccc(F)c1 (stereo not drawn)
→ u, 16.9%, -5.4%, 8.7, 12.9, 4.5%, 1.2, 0.1, 3.2%
> O=C(O)CCc1nn2cnc3sc4c(c3c2nc1=O)CCCC4
→ 6.2%, -18.7%, -16.5%, -5.2, -19.9, -12.9%, x, -2.2, 10.0%
> COCCCNC(=O)CN1CCN(Cc2ccc(Cl)cc2)C1=O
→ 18.7%, 1.0%, 1.9%, 0.0, -2.1, -2.2%, 2.3, -2.4, -12.5%
> CCn1c(N)c(C(N)=O)sc1=S
→ 1.0%, -7.0%, 8.2%, 4.6, -0.5, 26.7µM*, -11.0, -0.8, -0.9%
> Nc1ncnc(Nc2ccc(F)cc2)n1
→ 35.2%[activator], 1.4%, 5.4%, 13.8, 10.0, -6.9%, 1.4, -0.7, 0.2%
> CN1C(=O)CC(c2ccco2)Sc2ccccc21 (stereo not drawn)
→ 0.6%, 0.0%, -6.2%, -26.5, -18.2, -17.7%, x, -0.2, 5.9%
> CC(=O)Nc1ccc(C(=O)OCC(=O)N(C)C2CCCCC2)cc1
→ 3.6%, 1.4%, 0.7%, 3.8, 3.0, -1.4%, 0.1, 1.1, -8.2%
> CC1CCc2nc(NC(=O)c3cc(C(C)(C)C)nn3C)sc2C1 (stereo not drawn)
→ u, -3.0%, -0.4%, -1.4, -1.0, -21.3%, 1.2, -0.6, 1.1%
> Cc1cccc(NC(=S)NC(=O)/C=C/c2ccccc2)n1
→ 24.6%, 23.1%, 3.7%, -0.4, -5.7, -3.5%, -1.9, 0.4, 2.2%
> S=C(Cc1ccccc1)Nc1ccccc1
→ -12.6%, 9.3%, -19.9%, -22.5, -25.0, -5.7%, 7.3, -4.4, -8.2%
> CCCn1nc(C(=O)N2CCCc3ccccc32)c2ccccc2c1=O
→ 3.4%, 6.5%, 3.4%, 2.3, 5.1, -9.6%, -2.4, -0.2, -11.3%
> COc1ccc2c(C)cc(SCn3nnc4ccccc4c3=O)nc2c1
→ 13.0%, -4.2%, -9.3%, 1.3, 5.8, -10.0%, -5.7, -1.5, -6.1%
> O=c1oc2ccccc2c(N2CCOCC2)c1[N+](=O)[O-]
→ 4.2%, -0.5%, -14.2%, 2.6, -23.5, -2.5%, -0.2, -3.2, -9.7%
> COCCN(C(=O)c1c(C)noc1C)c1c(N)n(CC(C)C)c(=O)[nH]c1=O
→ 4.3%, 8.0%, -11.0%, 3.0, 24.5, -4.1%, 8.0, 0.4, -3.1%
> Cc1onc(-c2ccccc2)c1C(=O)Nc1cccnc1
→ -3.5%, -4.2%, 2.0%, 1.0, -12.1, -10.5%, -8.1, 0.5, 10.8%
> COc1cc(NC(=O)CCn2c(=S)oc3ccccc32)cc(OC)c1OC
→ 18.4%, 13.8%, 14.4%, 11.0, -29.4, -3.7%, 0.5, 0.3, -9.4%
> Cc1c(NC(=O)COC(=O)c2cc(-c3ccc(-c4ccccc4)cc3)nc3ccccc23)c(=O)n(-c2ccccc2)n1C
→ u, -4.1%, -23.1%, 3.3, 20.7, 1.9%&2.0%, -14.0, 0.1, -20.9%
> CC(=O)Nc1ccc(NC(=O)CCC(=O)OCC(=O)c2ccc(C)c([N+](=O)[O-])c2)cc1
→ 1.4%, 2.5%, 3.8%, -24.6, u, -9.5%, -6.2, -1.4, 5.5%
> COc1ccc(-n2nc(C(=O)NCC(=O)NC3CCCC(C)C3C)c3ccccc3c2=O)cc1 (stereo not drawn)
→ u, 20.8%, -4.0%, 1.5, 0.5, 0.8%, 0.2, -5.4, -7.6%
> O=C(CSc1nc(=O)n2ccccc2n1)NCc1ccccc1
→ 59.8%[activator], 8.4%, -11.0%, 5.0, -2.3, 0.0%, 0.3, -0.8, 8.1%
> Cc1occc1C(=O)N1CCN(c2ccc(Cl)c(Cl)c2)CC1
→ 0.0%, -7.1%, 2.8%, 4.0, 23.0, -13.2%, x, -2.2, 0.5%
> COc1ccc(NC(=O)COc2ccc(C(=O)NCc3cccnc3)cc2OC)cc1
→ 12.9%, 16.4%, -6.3%, 1.1, 2.1, -3.0%, 2.6, 0.0, 5.0%
> Clc1ccccc1-c1csc(Nc2cccnc2)n1
→ -7.3%, 9.3%, 8.4%, -7.8, -12.2, -19.2%, 3.2, 1.4, 2.0%
> COc1cccc(OC)c1C(=O)Nc1ccc(N2CCCC2)cc1
→ -10.0%, -1.7%, 9.8%, -0.4, -22.4, -24.2%, -1.6, -4.3, 1.4%
> Cc1ccc(N2CCN(S(=O)(=O)c3c(C)noc3C)CC2C)cc1 (stereo not drawn)
→ -30.5%, 2.4%, -8.3%, 2.4, -6.6, 1.8%, 9.5, -2.4, 3.9%
> Cc1cc(C)nc(SC2CCOC2=O)n1 (stereo not drawn)
→ 7.8%, 0.6%, -3.3%, 5.4, -23.1, 3.7%, -0.2, 0.2, 14.5%
> COC(=O)C1C(=O)C=C(Nc2ccc(F)cc2F)CC1c1ccccc1 (stereo not drawn)
→ -5.9%, 2.6%, 7.2%, -6.0, -7.8, -8.8%, -0.8, -1.1, 15.5%
> O=C(Nc1ccc(Cl)c(Cl)c1)c1ccccc1NC(=O)C1CC=CCC1C(=O)O (stereo not drawn)
→ -18.3%, -5.7%, -7.4%, 1.4, -1.7, 2.9%, -2.7, -0.8, -11.2%

Assay outcomes: PubChem BioAssay, National Center for Advancing Translational Sciences (NCATS)
